Screening data (PubChem)
Pf growth 48h: inhibits P. falciparum growth in the first generation, 48 h | 310,000 tested, 5.9% active | Potency, µM (top dose mostly 28.7 µM), for the others: at the highest dose activity change, negative = inhibition, hits mostly inhibitors | P. falciparum luciferase growth in erythrocytes, 48 h; further: potency means the concentration at half of the fitted maximal effect; on the % scale 0 is the no-effect control and ±100 the full control effect
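Luminescence readout; reporter = integrated firefly luciferase in P. falciparum. RBC culture at 2% hematocrit, 0.1% parasitemia final, 37 C/5% CO2; decreased signal taken as growth inhibition.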
Shiga toxin inh: blocks Shiga toxin action in Vero cells; 290,000 tested, 9.2% active; Vero cells, Shiga toxin protein synthesis inhibition reporter; inhibition, % at 38.7 µM; in the data active means inhibition mostly above about 28%, no sharp cut-off; inactive means mostly below about 43%; further: 0% is about no effect
HCV inhibitor: inhibitors of hepatitis C virus infection | Huh7.5.1 HCVcc-Cre infection, luciferase reporter, 44 h | Potency, µM (top dose mostly 41.8 µM), inactives show at the top dose activity change, negative = inhibition, usual class: inhibitors | 340,000 tested, 3.4% active | AID 651820; further: potency means the concentration at half of the fitted maximal effect; on the % scale 0 is the no-effect control and ±100 the full control effect
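Compounds are dispensed onto cells plated 4 h earlier at 1,000 per well, with HCVcc-Cre virus (about 0.5 moi) added next. Following 44 h of culture, luminescent signal is measured for 15 sec after 15 min with substrate at room temperature.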
Pf growth 96h: inhibits malaria parasite growth, 96 h; P. falciparum luciferase reporter growth, 96 h; AID 504834; Potency, µM (doses to about 28.7 µM), without a hit: at the top dose activity change, negative = inhibition, hits mostly inhibitors; 320,000 tested, 6.9% active; further: potency means the concentration at half of the fitted maximal effect; on the % scale 0 is the no-effect control and ±100 the full control effect
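Parasite growth measured via integrated firefly luciferase reporter in P. falciparum. Infected erythrocytes at 2% hematocrit, 0.05% parasitemia final were treated 96 hours at 37 C under 5% CO2, and luminescence was read.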
LmPK inh: blocks Leishmania mexicana pyruvate kinase activity; purified LmPK, Kinase-Glo ATP luminescence, 1 h; Potency, µM (top dose mostly 57.5 µM), for the others: top-dose activity change, negative = inhibition, usual class: inhibitors; 290,000 tested, 0.37% active; AID 1721; further: potency means the concentration at half of the fitted maximal effect; on the % scale 0 is the no-effect control and ±100 the full control effect
Target sequence (Q27686 whole entry, looked up): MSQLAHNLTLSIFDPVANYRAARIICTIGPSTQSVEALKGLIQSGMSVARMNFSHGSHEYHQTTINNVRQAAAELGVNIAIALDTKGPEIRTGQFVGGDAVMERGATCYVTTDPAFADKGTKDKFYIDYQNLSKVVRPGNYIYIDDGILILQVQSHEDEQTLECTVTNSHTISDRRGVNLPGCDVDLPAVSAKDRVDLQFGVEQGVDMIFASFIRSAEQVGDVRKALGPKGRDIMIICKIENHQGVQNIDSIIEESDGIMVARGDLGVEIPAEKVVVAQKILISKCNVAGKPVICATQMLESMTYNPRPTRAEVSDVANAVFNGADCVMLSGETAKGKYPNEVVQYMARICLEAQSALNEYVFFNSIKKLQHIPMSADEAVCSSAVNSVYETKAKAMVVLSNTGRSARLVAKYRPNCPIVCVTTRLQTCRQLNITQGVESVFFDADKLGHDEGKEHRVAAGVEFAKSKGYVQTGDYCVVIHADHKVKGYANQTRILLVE
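Screened at intermediate enzyme activity to detect both inhibitors and activators: LmPK at 0.1 nM, with a 0.5 nM enzyme column as activation reference. PEP 0.5 mM, ADP 0.1 mM; ATP detected by luminescence after 1 h.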
TbPYK inhibitor: blocks Trypanosoma brucei pyruvate kinase; TbPYK enzyme, Kinase-Glo Plus ATP luminescence, 45 min; 410,000 tested, 0.12% active; Potency, µM (doses to about 76.8 µM), for inactives: at the highest dose activity, negative = inhibition, hits mostly inhibitors; Q57TT1; further: potency means the concentration at half of the fitted maximal effect; on the % scale 0 is the no-effect control and ±100 the full control effect; nearly all actives have a fitted effect of over 50% in size
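TbPYK + substrate in 50 mM TEA pH 7.2, 100 mM KCl, 10 mM MgCl2, 0.05% BSA, 0.01% Tween-20; cpd pinned; ADP 130 uM final; 45 min RT; Kinase-Glo Plus 10 min; luminescence endpoint.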
CHX counter: counter-screen hit for Shiga toxin inhibitors, cycloheximide; cell reporter, cycloheximide protein synthesis inhibition counterscreen; max response, %; 300,000 tested, 12% active; in the data active means max response mostly above about 13%, no sharp cut-off; inactive means mostly below about 14%; further: read at 38.3 µM for the half of the compounds with a filed dose; 0% is about no effect
The depositor's hits bear a star; [ ] = dose if it differs, or a comment. Unless noted, the call rests on the fitted dose curve; in most records, active means well fitted curve in the direction sought with a large enough effect; inconclusive means small, poorly fitted or top-dose-only effect, or another doubt; inactive means no such curve, though single readings can be large; an effect the other way counts as inactive or inconclusive.

Results for Cc1ccc(NC(=O)CCOc2ccccc2C)cc1C ?
Pf growth 48h: 28%; Shiga toxin inh: 40; HCV inhibitor: -12%; Pf growth 96h: 4%; LmPK inh: 10%; TbPYK inhibitor: -8%; CHX counter: 26*

What do the screens show for `N#CC1=C(N)N(c2ncn[nH]2)C2=C(C(=O)CCC2)C1c1ccccc1` (stereo unspecified)?
Pf growth 48h: inconclusive; Shiga toxin inh: -3; HCV inhibitor: 7%; Pf growth 96h: 22%; LmPK inh: 11%; TbPYK inhibitor: 3%; CHX counter: -1

How did CCN(CC)c1ccc(NC(=O)/C=C/c2cc(Br)ccc2OC)cc1 do in these assays?
Pf growth 48h: inconclusive; Shiga toxin inh: -11; HCV inhibitor: inconclusive; Pf growth 96h: 0%; LmPK inh: 3%; TbPYK inhibitor: -20%; CHX counter: 1

What do the screens show for `C#CCOC(=O)CCCC(=O)Nc1ccccc1OC`?
Pf growth 48h: 33%[activator]; Shiga toxin inh: 6; HCV inhibitor: 11%; Pf growth 96h: -10%; LmPK inh: 4%; TbPYK inhibitor: -1%; CHX counter: -3

How did CCOc1ccc(S(=O)(=O)N2CCCCC2)cc1NC(=O)CC1OC(=O)c2ccccc21 (stereo unspecified) do in these assays?
Pf growth 48h: -11%; HCV inhibitor: -14%; Pf growth 96h: -21%; TbPYK inhibitor: 4%

Results for Cc1cc(NC(=O)CN(C)CCOc2ccccc2)ccc1Br ?
Pf growth 48h: -13%; Shiga toxin inh: 18; HCV inhibitor: -9%; Pf growth 96h: 0%; LmPK inh: -2%; TbPYK inhibitor: 26%; CHX counter: 3

Results for Cc1ccc(-c2nc3ncccc3o2)cc1NC(=S)NC(=O)c1ccco1 ?
Pf growth 48h: 39%[activator][5.75 µM]; Shiga toxin inh: 35; HCV inhibitor: -7%; Pf growth 96h: inconclusive; LmPK inh: 3%; TbPYK inhibitor: -4%; CHX counter: 8

What do the screens show for `CCOc1ccc(C(C(=O)NC2CCCCC2)N(C(=O)c2ccco2)c2ccc(-n3cnnn3)c(C)c2)cc1` (stereo unspecified)?
Pf growth 48h: inconclusive; Shiga toxin inh: -3; HCV inhibitor: inconclusive; Pf growth 96h: 89%[activator]; LmPK inh: 5%; TbPYK inhibitor: -3%; CHX counter: -4

How did O=C(Nc1ccc2c(c1)OCO2)N1CCN(c2ncccn2)CC1 do in these assays?
Pf growth 48h: 20%; Shiga toxin inh: 83*; HCV inhibitor: 1%; Pf growth 96h: 146%[activator]; LmPK inh: -11%; TbPYK inhibitor: -15%; CHX counter: 35*

Results for Cc1ccc(C(=O)CC(C(=O)O)P(=O)(c2ccccc2)c2ccccc2)cc1 (stereo unspecified) ?
Pf growth 48h: 2%; Shiga toxin inh: 21; HCV inhibitor: -1%; Pf growth 96h: 4%; LmPK inh: -2%; TbPYK inhibitor: 0%; CHX counter: 4

How did CCCNC(=O)c1csc(Nc2cccc3ccccc23)n1 do in these assays?
Pf growth 48h: 9.3µM*; HCV inhibitor: 5%; Pf growth 96h: 6.6µM*; LmPK inh: 5%; TbPYK inhibitor: -8%; CHX counter: -2

Results for C/C(CC(=O)Nc1ccc(Cl)cc1)=N\NC(=O)C(=O)N1CCCCC1 ?
Pf growth 48h: 41%[activator]; Shiga toxin inh: 52*; HCV inhibitor: -7%; Pf growth 96h: 1%; LmPK inh: 1%; TbPYK inhibitor: -5%; CHX counter: 16*

What do the screens show for `Cc1ccc2cc3c(N)c(C(=O)Nc4c(C)[nH]c(=O)[nH]c4=O)sc3nc2c1`?
Pf growth 48h: 3%; Shiga toxin inh: -10; HCV inhibitor: 4%; Pf growth 96h: inconclusive; LmPK inh: 1%; TbPYK inhibitor: -4%; CHX counter: -2

How did N#CCCn1cc(C(=O)NCc2ccccc2)c(-c2ccc3c(c2)OCCO3)n1 do in these assays?
Pf growth 48h: 7%; Shiga toxin inh: -1; HCV inhibitor: inconclusive; Pf growth 96h: -10%; LmPK inh: 1%; TbPYK inhibitor: -3%; CHX counter: 2

Results for CC12CCC(=O)N1C(C(=O)N1CCN(S(=O)(=O)c3ccc(F)c(F)c3)CC1)CS2 (stereo unspecified) ?
Pf growth 48h: inconclusive; HCV inhibitor: 1%; Pf growth 96h: 26%; TbPYK inhibitor: 3%

How did COc1ccccc1NC(=O)c1nnn(CC(=O)Nc2ccccc2)c1N do in these assays?
Pf growth 48h: -13%; Shiga toxin inh: 11; HCV inhibitor: -1%; Pf growth 96h: inconclusive; LmPK inh: 3%; TbPYK inhibitor: 4%; CHX counter: -2

What do the screens show for `COc1ccc(N=Cc2c(O)cc(C)oc2=O)cc1`?
Pf growth 48h: 24%[1.15 µM]; Shiga toxin inh: 15; HCV inhibitor: 7%; Pf growth 96h: 56%[1.15 µM]; LmPK inh: -16%; TbPYK inhibitor: -1%; CHX counter: 8

How did O=C(NCc1ccco1)c1c(O)c2cccc3c2n(c1=O)CCC3 do in these assays?
Pf growth 48h: 13%; Shiga toxin inh: 14; HCV inhibitor: 9%; Pf growth 96h: 13µM*; LmPK inh: -1%; TbPYK inhibitor: -1%; CHX counter: -2

What do the screens show for `CCCCc1cc(O)c(CCCC)c(O)c1`?
Pf growth 48h: inconclusive; Shiga toxin inh: 40*; HCV inhibitor: inconclusive; Pf growth 96h: 198%[activator]; LmPK inh: -1%; TbPYK inhibitor: 0%; CHX counter: 39*

What do the screens show for `Cc1ccc(S(=O)(=O)N(CC(=O)Nc2ccc(C(N)=O)cc2)C(=O)N2CCN(C)CC2)cc1`?
Pf growth 48h: 6%; HCV inhibitor: 17%; Pf growth 96h: 48%[activator]; TbPYK inhibitor: -13%

What do the screens show for `CCc1cc[n+](C2=C([O-])c3ccccc3C(=O)/C2=N\S(=O)(=O)c2cccs2)cc1`?
Pf growth 48h: 4.1µM*; Shiga toxin inh: 26; HCV inhibitor: 5µM*; Pf growth 96h: inconclusive; LmPK inh: -6%; TbPYK inhibitor: -12%; CHX counter: 14

Results for O=C(CSc1ccc(-c2cccnc2)nn1)N1CCCC1 ?
Pf growth 48h: -25%; Shiga toxin inh: 11; HCV inhibitor: 12%; Pf growth 96h: -3%; LmPK inh: -2%; TbPYK inhibitor: -25%; CHX counter: 2

What do the screens show for `CC(=O)Nc1cccc(C(=O)N2CCN(Cc3ccccc3)CC2)c1`?
Pf growth 48h: 30%[activator]; Shiga toxin inh: -20; HCV inhibitor: -3%; LmPK inh: 10%; TbPYK inhibitor: -8%; CHX counter: 8

Results for COc1cccc(CNC(=S)Nc2cc(C)ccc2C)c1 ?
Pf growth 48h: inconclusive; Shiga toxin inh: 20; HCV inhibitor: -7%; Pf growth 96h: -7%[5.75 µM]; LmPK inh: 1%; TbPYK inhibitor: -3%; CHX counter: 2

What do the screens show for `Cc1cccc(C(=O)Nc2ccc3c(c2)nc(C)n3C)c1`?
Pf growth 48h: 202%[activator]; Shiga toxin inh: 41*; HCV inhibitor: 20%; Pf growth 96h: 424%[activator]; LmPK inh: -1%; TbPYK inhibitor: -3%; CHX counter: 39*

Results for CC(C)(C)c1nnc(NS(=O)(=O)c2ccc([N+](=O)[O-])cc2)s1 ?
Pf growth 48h: 3%; Shiga toxin inh: 2; HCV inhibitor: 15%; Pf growth 96h: 0%; LmPK inh: -3%; TbPYK inhibitor: -21%; CHX counter: 2

How did NC(=O)COC(=O)CC1CC2CCC1C2 (stereo unspecified) do in these assays?
Pf growth 48h: 7%; Shiga toxin inh: -3; HCV inhibitor: 9%; Pf growth 96h: 32%[5.75 µM]; LmPK inh: 3%; TbPYK inhibitor: 0%; CHX counter: -1

Results for CC(=O)c1ccc(S(=O)(=O)NCCC(=O)OC(C)C(=O)Nc2ccc(F)cc2)cc1 (stereo unspecified) ?
Pf growth 48h: inconclusive; HCV inhibitor: 6%; Pf growth 96h: 19%; TbPYK inhibitor: -7%

What do the screens show for `O=C(Cc1ccccc1)NC(NNc1ccccc1)(C(F)(F)F)C(F)(F)F`?
Pf growth 48h: -20%; Shiga toxin inh: 6; HCV inhibitor: 24%; Pf growth 96h: -22%; LmPK inh: -7%; TbPYK inhibitor: -1%; CHX counter: -2

What do the screens show for `O=C(c1cccc([N+](=O)[O-])c1)N1CCN(c2n[nH]c(=O)[nH]c2=O)CC1`?
Pf growth 48h: 9%; Shiga toxin inh: 2; HCV inhibitor: 2%; Pf growth 96h: 21%; LmPK inh: 1%; TbPYK inhibitor: 4%; CHX counter: -4

The final 4 records of the part above open the next one:
How did NC(=O)COC(=O)CC1CC2CCC1C2 (stereo unspecified) do in these assays?
Pf growth 48h: 7%; Shiga toxin inh: -3; HCV inhibitor: 9%; Pf growth 96h: 32%[5.75 µM]; LmPK inh: 3%; TbPYK inhibitor: 0%; CHX counter: -1

Results for CC(=O)c1ccc(S(=O)(=O)NCCC(=O)OC(C)C(=O)Nc2ccc(F)cc2)cc1 (stereo unspecified) ?
Pf growth 48h: inconclusive; HCV inhibitor: 6%; Pf growth 96h: 19%; TbPYK inhibitor: -7%

What do the screens show for `O=C(Cc1ccccc1)NC(NNc1ccccc1)(C(F)(F)F)C(F)(F)F`?
Pf growth 48h: -20%; Shiga toxin inh: 6; HCV inhibitor: 24%; Pf growth 96h: -22%; LmPK inh: -7%; TbPYK inhibitor: -1%; CHX counter: -2

What do the screens show for `O=C(c1cccc([N+](=O)[O-])c1)N1CCN(c2n[nH]c(=O)[nH]c2=O)CC1`?
Pf growth 48h: 9%; Shiga toxin inh: 2; HCV inhibitor: 2%; Pf growth 96h: 21%; LmPK inh: 1%; TbPYK inhibitor: 4%; CHX counter: -4

What do the screens show for `CCOc1ccc(NS(=O)(=O)c2ccc(C(=O)NC3CCC(O)CC3)cc2)cc1` (stereo unspecified)?
Pf growth 48h: -9%; HCV inhibitor: -27%; Pf growth 96h: -15%; TbPYK inhibitor: 11%

How did CC(C)OC(=O)CCC(=O)Nc1nc2ccccc2s1 do in these assays?
Shiga toxin inh: 31; HCV inhibitor: -22%; Pf growth 96h: -16%; LmPK inh: 0%; TbPYK inhibitor: -8%; CHX counter: 13

How did Cn1c(CNC(=O)c2ccc3c(c2)OCO3)nnc1SCC(=O)Nc1ccccc1Cl do in these assays?
Pf growth 48h: -7%; Shiga toxin inh: -4; HCV inhibitor: 12%; Pf growth 96h: -2%; LmPK inh: 1%; TbPYK inhibitor: 4%; CHX counter: -2

How did O=C(CSc1nnc(-c2ccc([N+](=O)[O-])cc2)o1)Nc1ccccn1 do in these assays?
Pf growth 48h: 97%[activator]; Shiga toxin inh: 88*; HCV inhibitor: -6%; Pf growth 96h: 45%[activator]; LmPK inh: -2%; TbPYK inhibitor: -10%; CHX counter: 20

Results for O=C(N/C(=C/c1ccco1)C(=O)N1CCOCC1)c1ccc([N+](=O)[O-])cc1 ?
Pf growth 48h: 0%; Shiga toxin inh: -8; HCV inhibitor: 5%; Pf growth 96h: 1%; LmPK inh: -3%; TbPYK inhibitor: -9%; CHX counter: 1
